TDP1 cell CPT: growth inhibition of DT40 Tdp1-/-;hTDP1 cells with camptothecin (screen for TDP1 inhibitors); chicken DT40 Tdp1-/-;hTDP1 cells + 20 nM CPT, ATP luminescence, 48 h; Potency, µM (top dose mostly 46.2 µM), for inactives: at the top dose activity change, negative = growth inhibition, most hits filed as inhibitors; 420,000 compounds, 12% hits; AID 686979; note: nearly all actives have a fitted effect of over 55% in size
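Chicken DT40 Tdp1-/- cells stably complemented with human TDP1 were seeded at 400 cells/well in medium containing 20 nM camptothecin, exposed to pin-transferred compounds, and grown at 37 °C for at least 48 hr. Viability was read as ATP luminescence.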
DT40 TDP1 no CPT: qHTS for Inhibitors of human tyrosyl-DNA phosphodiesterase 1 (TDP1): qHTS in cells in absence of CPT | DT40 Tdp1-/- hTDP1 cells, no CPT, ATP luminescence, 48 h | Potency, µM (top dose mostly 46.2 µM), for inactives: at the highest dose activity change, negative = growth inhibition, hits mostly inhibitors | 420,000 compounds, 15% hits | AID 686978, 2013; note: nearly all actives have a fitted effect of over 55% in size
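Chicken DT40 Tdp1-/- cells stably complemented with human TDP1 were seeded at 400 cells/well with DMSO in place of 20 nM camptothecin. After compound pinning, cells grew at least 48 hr at 37 °C; viability read by CellTiter-Glo luminescence.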
GCN5L2 inh: GCN5L2 (KAT2A) acetyltransferase inhibition | GCN5L2 HAT assay, ThioGlo1 CoA-SH fluorescence | Potency, µM (highest dose often 58.9 µM), for the others: at the highest dose activity change, negative = inhibition, hits mostly inhibitors | 390,000 compounds, 0.21% hits
Target sequence (Q92830 whole entry, looked up): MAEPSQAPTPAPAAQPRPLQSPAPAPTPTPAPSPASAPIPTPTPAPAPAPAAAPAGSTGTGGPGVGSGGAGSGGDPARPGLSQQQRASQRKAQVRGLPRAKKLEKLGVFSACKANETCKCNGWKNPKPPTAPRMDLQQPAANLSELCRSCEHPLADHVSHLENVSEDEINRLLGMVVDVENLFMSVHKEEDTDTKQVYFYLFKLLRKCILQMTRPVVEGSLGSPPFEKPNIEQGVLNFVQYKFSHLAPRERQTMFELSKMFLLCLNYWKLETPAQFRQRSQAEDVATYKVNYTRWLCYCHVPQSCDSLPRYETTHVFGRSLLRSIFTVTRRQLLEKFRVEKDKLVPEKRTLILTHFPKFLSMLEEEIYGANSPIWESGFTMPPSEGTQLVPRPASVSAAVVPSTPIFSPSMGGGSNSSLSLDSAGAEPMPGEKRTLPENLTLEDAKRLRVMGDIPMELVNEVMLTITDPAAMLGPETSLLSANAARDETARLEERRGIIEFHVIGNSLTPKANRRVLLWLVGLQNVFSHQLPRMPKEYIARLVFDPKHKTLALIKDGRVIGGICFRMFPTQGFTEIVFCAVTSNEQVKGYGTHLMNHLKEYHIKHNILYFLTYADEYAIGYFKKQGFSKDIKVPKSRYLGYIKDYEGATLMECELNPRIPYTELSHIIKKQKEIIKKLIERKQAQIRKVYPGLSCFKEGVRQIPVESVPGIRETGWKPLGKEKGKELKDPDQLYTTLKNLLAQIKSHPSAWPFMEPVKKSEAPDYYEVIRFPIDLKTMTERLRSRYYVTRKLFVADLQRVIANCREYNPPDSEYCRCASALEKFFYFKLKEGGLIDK
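qHTS, 1536-well. 20nM enzyme, pH 7.5 HEPES/EDTA/Tween-20 buffer; 15 min compound preinc., RT. Start: 75uM H3(1-25), 70uM AcCoA, 50uM ThioGlo1. Read Ex340/Em540 at t=0 (autofluorescence flag) and t=20 min.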
* hit, by the source's call; [ ] = remark or other dose. Calls come from the whole dose curve; as a rule, active = well fitted curve in the direction sought with a large enough effect; inconclusive = small, poorly fitted or top-dose-only effect, or another doubt; inactive = no such curve, though single readings can be large; an effect the other way counts as inactive or inconclusive. % is set by controls: 0 for no effect and ±100 for the full control effect; potency is the fitted concentration of half-maximal effect.

What do the screens show for `COc1ccc(-n2nc3c(N4CCC(C(=O)NCc5ccco5)CC4)nnc(C)c3c2C)cc1`?
TDP1 cell CPT: inconclusive; DT40 TDP1 no CPT: inconclusive; GCN5L2 inh: 0%

What do the screens show for `CCCCOc1ccc(-c2ncc(N)cn2)cc1`?
TDP1 cell CPT: -1%; DT40 TDP1 no CPT: -14%; GCN5L2 inh: -13%

What do the screens show for `O=C(NCc1cccc(C(F)(F)F)c1)C1CCCN(c2ncccn2)C1` (centres undefined)?
TDP1 cell CPT: -17%; DT40 TDP1 no CPT: -6%; GCN5L2 inh: -16%

What do the screens show for `CCCCC[C@H](C)N1C[C@H](COCc2ccccc2)Oc2cc(N3CC[C@@H](N(C)C)C3)ccc2S1(=O)=O`?
TDP1 cell CPT: inconclusive; DT40 TDP1 no CPT: inconclusive

What do the screens show for `Cc1ccc(N=Cc2cccc(O)c2O)c(C)c1`?
TDP1 cell CPT: 20µM*; DT40 TDP1 no CPT: inconclusive; GCN5L2 inh: -20%

Results for CC(=O)NCCn1c(SCC(=O)NCCc2ccc(S(N)(=O)=O)cc2)nc2ccccc2c1=O ?
TDP1 cell CPT: 11%; DT40 TDP1 no CPT: 4%; GCN5L2 inh: 4%

Results for COc1ccc[n+](CC(=O)c2ccc(F)cc2)c1 ?
TDP1 cell CPT: 1%; DT40 TDP1 no CPT: -25%

Results for COc1ccc(NC(=O)c2ccc3c(c2)OCO3)cc1Cl ?
TDP1 cell CPT: -18%; DT40 TDP1 no CPT: -28%; GCN5L2 inh: -1%

What do the screens show for `Cc1nnc(NC(=O)CSc2nc3c([nH]c4ccccc43)c(=O)n2-c2ccc(Cl)cc2)s1`?
TDP1 cell CPT: inconclusive; DT40 TDP1 no CPT: inconclusive; GCN5L2 inh: 3%

Results for CC1CCCCC1NCC(=O)Nc1ccccc1C(=O)Nc1ccccc1 (centres undefined) ?
TDP1 cell CPT: inconclusive; DT40 TDP1 no CPT: 15µM*; GCN5L2 inh: 1%

How did Cc1cccc(CSc2nnc(-c3ccco3)o2)c1 do in these assays?
TDP1 cell CPT: 9%; DT40 TDP1 no CPT: -5%; GCN5L2 inh: -28%

How did CCN(CC(=O)Nc1ccccc1OC)C(=O)CN1C(=O)NC(C)(c2ccccc2)C1=O (centres undefined) do in these assays?
TDP1 cell CPT: -11%; DT40 TDP1 no CPT: 2%; GCN5L2 inh: 1%

A draw from above in order of length of the SMILES, highest first:
What do the screens show for `CCCCC[C@H](C)N1C[C@H](COCc2ccccc2)Oc2cc(N3CC[C@@H](N(C)C)C3)ccc2S1(=O)=O`?
TDP1 cell CPT: inconclusive; DT40 TDP1 no CPT: inconclusive

What do the screens show for `Cc1nnc(NC(=O)CSc2nc3c([nH]c4ccccc43)c(=O)n2-c2ccc(Cl)cc2)s1`?
TDP1 cell CPT: inconclusive; DT40 TDP1 no CPT: inconclusive; GCN5L2 inh: 3%

What do the screens show for `O=C(NCc1cccc(C(F)(F)F)c1)C1CCCN(c2ncccn2)C1` (centres undefined)?
TDP1 cell CPT: -17%; DT40 TDP1 no CPT: -6%; GCN5L2 inh: -16%

The main list resumes; the 2 compounds before the break are reprinted first.
How did Cc1cccc(CSc2nnc(-c3ccco3)o2)c1 do in these assays?
TDP1 cell CPT: 9%; DT40 TDP1 no CPT: -5%; GCN5L2 inh: -28%

How did CCN(CC(=O)Nc1ccccc1OC)C(=O)CN1C(=O)NC(C)(c2ccccc2)C1=O (centres undefined) do in these assays?
TDP1 cell CPT: -11%; DT40 TDP1 no CPT: 2%; GCN5L2 inh: 1%

How did C=CCn1c(-c2ccoc2)n[nH]c1=S do in these assays?
TDP1 cell CPT: 12%; DT40 TDP1 no CPT: 6%; GCN5L2 inh: -14%

How did O=S1(=O)N=C(N(CCO)/N=C/c2ccccc2F)c2ccccc21 do in these assays?
TDP1 cell CPT: inconclusive; DT40 TDP1 no CPT: 0.92µM*; GCN5L2 inh: 3%

What do the screens show for `CCCCN(C)c1nnc(NC(=O)Nc2ccc(Br)c(C)c2)s1`?
TDP1 cell CPT: -28%; DT40 TDP1 no CPT: inconclusive; GCN5L2 inh: -4%

Results for C=CCNC(=O)/C(C#N)=C/c1cn(-c2ccccc2)nc1-c1ccc(OC)c([N+](=O)[O-])c1 ?
TDP1 cell CPT: 3%; DT40 TDP1 no CPT: inconclusive; GCN5L2 inh: 7%

What do the screens show for `Cc1csc(=O)n1CC(=O)OCC(=O)Nc1ccc(C(N)=O)cc1`?
TDP1 cell CPT: -7%; DT40 TDP1 no CPT: 6.5µM*; GCN5L2 inh: -13%

What do the screens show for `Cc1sc2ncn(CC(=O)NCCCC(=O)NCc3ccc(F)cc3)c(=O)c2c1C`?
TDP1 cell CPT: 1%; DT40 TDP1 no CPT: -9%; GCN5L2 inh: -1%

What do the screens show for `N#CCCN(C(=O)c1ccc2c(=O)n3c(nc2c1)CCCCC3)c1ccccc1`?
TDP1 cell CPT: inconclusive; DT40 TDP1 no CPT: -10%; GCN5L2 inh: -5%

What do the screens show for `COc1cccc(CNC(=O)N2CCN(c3ccccc3Cl)CC2)c1`?
TDP1 cell CPT: -17%; DT40 TDP1 no CPT: inconclusive; GCN5L2 inh: -2%

How did Cc1ccc(-c2nnc(SCCOc3ccccc3)o2)cc1 do in these assays?
TDP1 cell CPT: -18%; DT40 TDP1 no CPT: -13%; GCN5L2 inh: -10%

Results for Cc1cc[n+](-c2[nH]c(=O)sc2/C=N/N=C(\[O-])c2ccccc2)cc1C ?
TDP1 cell CPT: 17%; DT40 TDP1 no CPT: -1%; GCN5L2 inh: -16%

What do the screens show for `CCC(C)NC(=O)c1ccc([N+](=O)[O-])c(Cl)c1` (centres undefined)?
TDP1 cell CPT: 4%; DT40 TDP1 no CPT: -16%; GCN5L2 inh: -1%

How did Cc1nnc2c(Nc3cccc(O)c3)nc3ccccc3n12 do in these assays?
TDP1 cell CPT: inconclusive; DT40 TDP1 no CPT: inconclusive; GCN5L2 inh: -15%

What do the screens show for `CCc1ccccc1NC(=O)CCc1nc(-c2ccc(C)cc2)no1`?
TDP1 cell CPT: -20%; DT40 TDP1 no CPT: -10%; GCN5L2 inh: 2%

Results for CCOC(=O)c1c(C)[nH]c(N=Nc2ccc(C)cc2C)c1C ?
TDP1 cell CPT: inconclusive; DT40 TDP1 no CPT: inconclusive; GCN5L2 inh: -1%

How did Cc1cc(C(F)(F)F)c2c(N)c(C(=O)Nc3c(Cl)cccc3Cl)sc2n1 do in these assays?
TDP1 cell CPT: inconclusive; DT40 TDP1 no CPT: inconclusive; GCN5L2 inh: -4%

Results for Cc1cn([C@H]2C[C@H](O)[C@@H](COS(=O)(=O)O)O2)c(=O)[nH]c1=O ?
TDP1 cell CPT: 3.7µM*; DT40 TDP1 no CPT: 1.6µM*; GCN5L2 inh: 1%

What do the screens show for `COc1ccccc1NC(=O)c1cnc(SCC(=O)NCCc2ccccc2)n(C)c1=O`?
TDP1 cell CPT: 16µM*; DT40 TDP1 no CPT: 10µM*; GCN5L2 inh: -2%

What do the screens show for `CCC(C)N(CCNC(=O)c1ccc(NC2=NC3CS(=O)(=O)CC3S2)cc1)Cc1ccco1` (centres undefined)?
TDP1 cell CPT: 11%; DT40 TDP1 no CPT: 4%; GCN5L2 inh: -1%

Results for COc1ccccc1CNC(=O)Cc1csc(NC(=O)Nc2ccccc2OC)n1 ?
TDP1 cell CPT: 16µM*; DT40 TDP1 no CPT: 23µM*; GCN5L2 inh: -16%

Results for CC(NC(=O)COC(=O)CCNC(=O)c1ccco1)C12CC3CC(CC(C3)C1)C2 (centres undefined) ?
TDP1 cell CPT: 1%; DT40 TDP1 no CPT: -23%; GCN5L2 inh: -15%

What do the screens show for `Clc1ccc2nc(-c3ccccc3)c(Cc3ccccc3)n2c1`?
TDP1 cell CPT: inconclusive; DT40 TDP1 no CPT: 18µM*

Results for CCOc1ccccc1NC(=O)CN1C(=O)COc2ccc(S(=O)(=O)NC3CCCC3)cc21 ?
TDP1 cell CPT: 26µM*; DT40 TDP1 no CPT: inconclusive; GCN5L2 inh: -7%

What do the screens show for `CSC[C@H]1CN(c2ccccc2)C(=O)[C@@H]1CC(=O)Nc1ccccc1`?
TDP1 cell CPT: inconclusive; DT40 TDP1 no CPT: inconclusive

Results for CCOC(=O)N1CCc2c(sc3c2c(=O)n(-c2ccc(Cl)cc2)c(=O)n3CC(=O)c2ccc(F)cc2)C1 ?
TDP1 cell CPT: inconclusive; DT40 TDP1 no CPT: 21µM*; GCN5L2 inh: 0%

Results for COc1ccc(OC)c(-n2c(C)cc(C=O)c2C)c1 ?
TDP1 cell CPT: -4%; DT40 TDP1 no CPT: -17%; GCN5L2 inh: 0%

Results for Cc1cccc(Cn2c(=O)n(CCC(=O)NCc3ccc4c(c3)OCO4)c(=O)c3sccc32)c1 ?
TDP1 cell CPT: -3%; DT40 TDP1 no CPT: -21%; GCN5L2 inh: 0%

What do the screens show for `COc1ccc(S(=O)(=O)N2CCN(CC(=O)NC(C)c3cccs3)CC2)cc1` (centres undefined)?
TDP1 cell CPT: 4%; DT40 TDP1 no CPT: inconclusive

How did CC(C)(C)C1CCC(OCC(O)CN2CCN(c3ccccc3)CC2)CC1 (centres undefined) do in these assays?
TDP1 cell CPT: inconclusive; DT40 TDP1 no CPT: inconclusive; GCN5L2 inh: 2%

How did CN1CCN(C(=O)c2cc3ccccc3[nH]2)CC1 do in these assays?
TDP1 cell CPT: 6%; DT40 TDP1 no CPT: -16%; GCN5L2 inh: -16%

What do the screens show for `C#CCN(C[C@@H]1[C@@H](OC(=O)NC2CC2)[C@@H](OC(=O)NC2CC2)Cn2c(=O)ccc(=O)n21)S(=O)(=O)c1ccc(C)cc1`?
TDP1 cell CPT: inconclusive; DT40 TDP1 no CPT: 15µM*

Results for COCCNC(=O)CSc1nc(N)c(NC(=O)c2ccccc2F)c(=O)[nH]1 ?
TDP1 cell CPT: 4%; DT40 TDP1 no CPT: 9%; GCN5L2 inh: -5%

Results for Cn1cccc1C1CCCN1CC(=O)Nc1ccc(C(N)=O)cc1 (centres undefined) ?
TDP1 cell CPT: -10%; DT40 TDP1 no CPT: 10%; GCN5L2 inh: -3%

Results for O=c1cc(CN2CCN(Cc3ccc(F)cc3)C(CCO)C2)[nH]c2ccccc12 (centres undefined) ?
TDP1 cell CPT: 34%[activator]; DT40 TDP1 no CPT: 0%; GCN5L2 inh: 2%

Results for Cc1nnsc1-c1nc2ccccc2n1C(CCc1ccccc1)c1nc2ccccc2[nH]1 (centres undefined) ?
TDP1 cell CPT: inconclusive; DT40 TDP1 no CPT: inconclusive

Results for CCOC(=O)c1cc(-c2ccccc2)n(CCCC(=O)Nc2cc(C)ccc2OC)c1C ?
TDP1 cell CPT: 18µM*; DT40 TDP1 no CPT: 23µM*; GCN5L2 inh: -6%

How did CCOc1ccccc1N1CN(C2CCCCC2)CNC1=S do in these assays?
TDP1 cell CPT: -5%; DT40 TDP1 no CPT: -9%; GCN5L2 inh: -8%

What do the screens show for `Cc1ccc(N2C(=O)N(CC(=O)Nc3ccc(C)cc3[N+](=O)[O-])C(=O)C2C)cc1` (centres undefined)?
TDP1 cell CPT: 9%; DT40 TDP1 no CPT: -11%; GCN5L2 inh: -5%

What do the screens show for `COC(=O)c1ccc(Nc2ncnc3c2nc2n3CCCC2)cc1`?
TDP1 cell CPT: inconclusive; DT40 TDP1 no CPT: inconclusive; GCN5L2 inh: -12%

What do the screens show for `Cc1cc(=O)[nH]c(N/N=C2/CCCC/C2=C\c2ccccc2)n1`?
TDP1 cell CPT: -26%; DT40 TDP1 no CPT: inconclusive; GCN5L2 inh: -2%

Results for Cn1c(-c2cccc(Br)c2)cnc1NCc1cccc(F)c1 ?
TDP1 cell CPT: inconclusive; DT40 TDP1 no CPT: inconclusive; GCN5L2 inh: -8%

What do the screens show for `CCC1CCCCN1S(=O)(=O)c1ccc(C(=O)Nc2sc3c(c2C(=O)NC)CCC3)cc1` (centres undefined)?
TDP1 cell CPT: 21µM*; DT40 TDP1 no CPT: 16µM*; GCN5L2 inh: -8%

Results for Cc1ccc(CSC2=Nc3ccccc3C3=NC(CCC(=O)NC4CCCCC4)C(=O)N23)cc1 (centres undefined) ?
TDP1 cell CPT: 23µM*; DT40 TDP1 no CPT: inconclusive; GCN5L2 inh: -4%

What do the screens show for `CC[C@H](C)Cc1cn([C@@H](CCCCNC(=O)OC(C)(C)C)C(=O)NCCCCCCCCCCC(=O)N2CCN(C(=O)OC(C)(C)C)CC2)nn1`?
TDP1 cell CPT: inconclusive; DT40 TDP1 no CPT: 16µM*; GCN5L2 inh: -10%

Results for CCCCc1ccc(NC(=O)N[C@@H](C)C(=O)O)cc1 ?
TDP1 cell CPT: 4.6µM*; DT40 TDP1 no CPT: 5.2µM*; GCN5L2 inh: -1%

How did O=C(O)CCn1ccnc1-c1ccccc1 do in these assays?
TDP1 cell CPT: -16%; DT40 TDP1 no CPT: 9%; GCN5L2 inh: -4%

High-throughput results as filed in PubChem.
